# Bioassay records deposited in PubChem by several laboratories.
# SMARCA2 act = activators of SMARCA2 function; MG213 cells, MMTV-luciferase reporter, dexamethasone, overnight; activation, % at 9.1 µM; 1% of 370,000 active; in the data active = activation above about 7.8%;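 note: 0% = vehicle wells and 100% = reference activator wells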
# FXN GAA850 act = activators of GAA850 frataxin (FXN) promoter. HEK293 lucGAA850 FXN promoter luciferase reporter, 24 h; percent of 10 µM SAHA response. activation, % at 6 µM. 0.56% of 360,000 active;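 active = activation above the average of all compounds screened plus 3 SD, cutoff fixed separately per campaign, cut at about 7.5% in these data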;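 note: 0% = DMSO wells and 100% = 10 µM SAHA wells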
# PG9 binder = small molecules binding HIV-1 gp120 antibody PG9; inhibition, % at 6.7 µM; TR-FRET gp120-PG9 antibody binding; 0.43% of 360,000 active; AID 624416; in the data active = inhibition above about 8.5%
# ssDAF12 agonist = S. stercoralis DAF-12 activation, primary screen; HEK293 ssDAF-12/GRIP1 lit1-tk-luc reporter, luminescence; % of 3 µM dafachronic acid response; activation, % at 6.8 µM; 1% of 370,000 active; AID 652126;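 active = activation above the mean over all tested compounds plus 3 SD, cut at about 0.9% in these data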;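 note: 0% = DMSO-only wells and 100% = 3 µM delta7-dafachronic acid wells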
# GC-A act = GC-A (human) enzyme activation | P16066 | AID 1671463 | activation, % at 10 µM | HEK293 GC-A cells, cGMP TR-FRET, EC30 ANP; 0% at EC30 ANP, 100% saturating ANP | 0.14% of 370,000 active; in the data active = activation above about 40%
# Target sequence (P16066 whole entry, looked up): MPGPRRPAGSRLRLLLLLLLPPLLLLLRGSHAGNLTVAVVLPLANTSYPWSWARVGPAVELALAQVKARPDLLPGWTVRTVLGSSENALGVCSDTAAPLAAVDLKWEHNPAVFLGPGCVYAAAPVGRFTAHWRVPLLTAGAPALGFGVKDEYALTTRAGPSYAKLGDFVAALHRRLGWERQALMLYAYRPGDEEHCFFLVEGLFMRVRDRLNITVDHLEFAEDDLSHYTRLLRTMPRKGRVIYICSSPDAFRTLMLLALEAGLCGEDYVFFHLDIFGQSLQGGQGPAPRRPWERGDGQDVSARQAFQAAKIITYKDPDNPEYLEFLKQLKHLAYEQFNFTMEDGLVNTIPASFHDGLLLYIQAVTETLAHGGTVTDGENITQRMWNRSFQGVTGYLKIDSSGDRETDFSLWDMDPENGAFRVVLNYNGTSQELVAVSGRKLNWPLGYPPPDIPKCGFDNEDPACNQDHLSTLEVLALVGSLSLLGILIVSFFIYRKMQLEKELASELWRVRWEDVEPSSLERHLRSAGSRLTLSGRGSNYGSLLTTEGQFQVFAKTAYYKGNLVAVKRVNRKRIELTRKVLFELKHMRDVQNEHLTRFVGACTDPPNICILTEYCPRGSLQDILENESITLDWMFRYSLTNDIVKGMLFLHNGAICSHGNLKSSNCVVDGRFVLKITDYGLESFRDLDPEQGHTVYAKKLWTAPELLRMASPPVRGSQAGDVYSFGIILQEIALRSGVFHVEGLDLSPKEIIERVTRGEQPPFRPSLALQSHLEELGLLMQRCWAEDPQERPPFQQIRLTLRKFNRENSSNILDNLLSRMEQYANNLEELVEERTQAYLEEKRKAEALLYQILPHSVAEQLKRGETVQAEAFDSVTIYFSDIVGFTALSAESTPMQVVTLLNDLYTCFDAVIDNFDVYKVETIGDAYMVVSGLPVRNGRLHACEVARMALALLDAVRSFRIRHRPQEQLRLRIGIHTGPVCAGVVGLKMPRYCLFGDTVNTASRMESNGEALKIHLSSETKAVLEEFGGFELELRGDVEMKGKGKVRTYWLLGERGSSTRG
# DAX1 inh-1 = inhibitors of human orphan nuclear receptor DAX1 (NR0B1); P51843; HEK293 Gal4-DAX1 luciferase reporter, luminescence; inhibition, % at 6.75 µM; 0.99% of 340,000 active; AID 504766;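 active = inhibition above the mean over all tested compounds plus 3 SD, cut at about 4.2% in these data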;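 note: 0% = DAX1-transfected cells with DMSO and 100% = empty-vector control cells with DMSO; inhibition shows as a rise in luminescence from relieved DAX1 repression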
# ADAM10 inh = ADAM10 inhibition, QFRET primary screen. O14672. recombinant ADAM10, EDANS/DABCYL FRET peptide cleavage, 3 h. inhibition, % at 7 µM. 0.62% of 370,000 active. AID 720582;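 active = inhibition above a per-campaign cutoff equal to the mean of compounds falling between control-based bounds plus 3 SD, cut at about 20% in these data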;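 note: 0% = DMSO wells while the 100% control is not disclosed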
# ADAM17 inh = inhibits human ADAM17 | P78536 | recombinant ADAM17, EDANS/DABCYL FRET peptide cleavage | inhibition, % at 6.95 µM | 0.83% of 370,000 active | AID 720648;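 active = inhibition above the mean of compounds lying between control limits plus 3 SD, set per campaign, cut at about 8.5% in these data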;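 note: 0% = DMSO-only wells as the low control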
# hcDAF-12 act = H. contortus DAF-12 activation, primary screen; AID 652067; HEK293 hcDAF-12 lit1-tk-luc reporter, luminescence; 0% DMSO, 100% Δ7-dafachronic acid; 1.4% of 370,000 active; activation, % at 6.8 µM;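 active = activation above the mean of all tested compounds plus 3 SD, cut at about 5.5% in these data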;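 note: 100% = response to 3 µM Δ7-dafachronic acid high control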
# DAX1 inh-2 = DAX1 (NR0B1) inhibition, primary screen | HEK293T StAR-luciferase reporter, SF-1/DAX-1 repression relief | inhibition, % at 6.8 µM | 1.1% of 370,000 active | AID 652010;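 active = inhibition above the mean over all tested compounds plus 3 SD, cut at about 3.6% in these data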;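 note: 0% = DAX-1 cells with DMSO and 100% = cells lacking DAX-1 with DMSO; higher inhibition means more luminescence from relief of DAX-1 repression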
# hgDAF12 agonist = agonists of H. glycines DAF-12 nuclear receptor; HEK293 GAL4-hgDAF12 UAS-luciferase reporter, agonist luminescence; normalized to butyrate control; activation, % at 6.8 µM; 1.8% of 370,000 active; AID 687014;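 active = activation above a cutoff set at the mean of all screened compounds plus 3 SD, cut at about 10% in these data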;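 note: 0% = DMSO wells and 100% = sodium butyrate wells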
# * = called active by the depositor; i = inactive; x = not tested or not shown.
# Screens in order: SMARCA2 act	FXN GAA850 act	PG9 binder	ssDAF12 agonist	GC-A act	DAX1 inh-1	ADAM10 inh	ADAM17 inh	hcDAF-12 act	DAX1 inh-2	hgDAF12 agonist
> COC(=O)C1[C@H]2C(=O)N(Cc3cccs3)C[C@]23C=C[C@H]1O3 (stereo not given in full)
→ -1.0	-0.6	-0.8	-1.5	2.0	0.6	-2.0	-2.0	-0.5	-0.1	2.5
> COc1cc([N+](=O)[O-])ccc1NC(=S)Nc1cc(C(=O)OC(C)C)cc(C(=O)OC(C)C)c1
→ -0.3	2.5	0.4	-1.9	-0.4	0.1	-130.8	-35.5	-0.1	0.7	1.9
> CCc1cc(=O)n2c([nH]c3ccccc32)c1C#N
→ 1.1	0.0	-2.5	-0.5	8.6	0.6	i	-251.9	0.3	-0.1	3.3
> CCc1ccccc1OCC(=O)OCC(=O)Nc1cc(C)on1
→ 8.3*	1.2	0.2	-1.0	-2.7	-0.3	-2.4	1.2	-1.0	3.8*	3.5
> Cc1n[nH]c(=O)c2c(NC(=O)COC(=O)Cc3c(F)cccc3Cl)oc(C)c12
→ -0.8	1.9	3.5	0.1	3.4	1.5	-11.1	-0.7	0.1	-1.1	1.4
> CSc1nc2ccccc2cc1/C=C(\C#N)c1ccc(Cl)c(Cl)c1
→ 1.8	1.0	3.5	-0.3	2.4	0.5	-2.0	-2.8	0.9	0.6	3.5
> COc1ccc(-c2nnc(NC(=O)CSc3ccccc3)s2)cc1OC
→ -2.0	-0.4	5.7	-1.1	0.8	-0.2	-9.8	-1.2	-1.1	-0.5	0.6
> Cc1ccc(CNC(=O)CCCn2c(=O)c3ccccc3n(CC(=O)NCc3ccco3)c2=O)cc1
→ 0.3	-0.7	-1.7	-0.7	0.8	-0.3	2.7	-0.8	-1.8	-0.7	-1.5
> CCOC(=O)C1CCN(Cc2cn[nH]c2-c2ccc(C)cc2)CC1
→ -3.3	1.3	0.2	-1.4	-0.2	-1.2	-3.0	-1.5	-0.3	0.4	-1.5
> Oc1ccc(-c2sc(Nc3ccccc3)n[n+]2-c2ccc(F)cc2)cc1
→ -0.7	-0.2	-5.0	-1.0	-2.7	1.2	-5.2	4.7	-0.6	0.1	-1.2
> CC(=O)c1cccc(NC(=O)c2sc(Cl)nc2C)c1
→ -0.3	2.0	-0.9	-1.2	3.5	1.2	6.3	4.5	-2.0	-0.5	-0.9
> COC(=O)c1ccc(CON2C(=O)c3ccccc3C2=O)cc1
→ 2.2	-1.7	1.5	-0.6	-2.3	0.4	-1.6	-3.3	-2.7	-0.7	-1.2
> CCn1c2ccccc2c2cc(/C=N/O)ccc21
→ 0.7	-3.4	-0.4	-1.9	-4.7	0.4	-108.3	-35.5	-2.2	-0.3	1.7
> CC(=O)c1cccc(NC(=S)NCCc2ccc(F)cc2)c1
→ 3.6	-0.2	-2.9	-1.1	-2.7	1.0	3.4	0.0	-1.1	1.5	5.4
> COc1nccnc1NS(=O)(=O)c1ccc(N)cc1
→ -3.0	0.2	0.8	-0.9	3.3	1.8	3.2	-4.8	-0.8	0.4	-0.6
> COc1ccc(NS(=O)(=O)c2ccc(N/N=C(\C)c3ccncc3)c([N+](=O)[O-])c2)cc1
→ -5.3	0.3	-1.2	-0.6	-20.1	-0.7	-1.1	-3.8	-2.1	-1.3	1.4
> Cc1ccc(CNC(=O)c2ccc(C)s2)cc1
→ -1.8	2.4	0.1	-0.7	4.8	3.2	1.8	0.1	1.0	0.1	0.3
> C/C(=N\NC(=O)CCCNc1cccc(C)c1)c1ccncc1
→ 4.1	2.4	-2.4	-1.5	0.5	0.6	-5.9	-0.2	-1.0	-1.2	-2.7
> Cc1ccc(NC(=O)c2ccc(NCCN)c([N+](=O)[O-])c2)cc1Cl
→ -3.8	3.3	0.8	-0.4	-2.4	-0.8	1.1	-4.5	-0.4	0.8	2.2
> COc1ccc(N(C(=O)c2cccnc2)S(=O)(=O)c2cccc([N+](=O)[O-])c2)cc1
→ -0.6	-0.1	-2.1	-0.3	-3.7	0.4	1.2	-1.7	-2.3	-0.5	-2.2
> COc1ccc(OC)c(C(=O)NC2CC(C)(C)Cc3c2cnn3-c2ccccc2)c1 (stereo not given)
→ -3.0	-3.2	1.1	-1.5	3.3	-1.1	-31.5	-1.8	-3.5	-0.6	-6.5
> CCN(C(=O)COC(=O)C(Cc1ccccc1)N1C(=O)c2ccccc2C1=O)C1CCS(=O)(=O)C1 (stereo not given)
→ 1.0	-0.7	1.7	-0.9	1.9	-0.1	0.7	-6.1	-1.1	-0.1	-2.2
> O=C(Nc1cccc(C(F)(F)F)c1)c1sc(Cl)nc1C(F)(F)F
→ -3.1	0.2	-1.7	-1.5	-8.7	-2.1	10.2	1.2	-0.4	-1.0	-7.0
> COc1ccc(C(=O)c2c(N)sc3c2CCN(C)C3)cc1
→ -3.0	2.4	1.4	-1.5	1.0	-1.0	-74.9	-34.7	0.7	0.4	1.2
> O=C(CS(=O)(=O)c1ccc(Cl)cc1)NCc1ccccc1
→ -0.2	-1.7	1.1	-0.8	2.9	0.5	-1.3	0.1	-0.7	-2.0	2.0
> C/C(=N/NS(=O)(=O)c1ccccc1)c1ccc(NC(=O)C2CC2)cc1
→ 0.7	-0.9	-0.5	-0.5	-0.4	0.1	0.0	-5.1	-0.3	-0.1	0.2
> N#Cc1ccc(C(=O)N2CCCCC2c2cc(C(=O)Nc3cccc(C#N)c3)no2)cc1 (stereo not given)
→ -2.5	0.0	0.0	-1.0	-1.8	x	-19.0	1.4	0.7	-1.0	0.6
> c1ccc(Cn2nnc3cnccc32)cc1
→ -1.8	-3.3	-0.6	-1.5	-3.9	1.5	-3.0	-6.8	-1.7	-0.1	-3.0
> CC(C)CC(=O)/C(=C/c1ccc(N(C)C)cc1)n1cncn1
→ -0.8	-0.5	0.4	-0.9	-0.1	0.9	1.1	0.7	-2.0	0.4	1.3
> Cn1c(N2CCC(C(N)=O)CC2)nc2c1c(=O)n(Cc1ccc(Br)cc1)c(=O)n2C
→ -2.9	-6.1	0.6	-2.4	-3.9	-1.1	0.2	0.3	-2.0	-1.1	-4.2
> O=C1CC(C2CCCO2)C(=O)N1c1cccc(Cl)c1 (stereo not given)
→ -1.1	0.3	-0.1	-1.3	1.9	0.6	-4.5	-5.1	-1.5	-0.1	-1.7
> O=C1c2ccccc2C(=O)c2c(NCCCN(CCO)CCO)cccc21
→ 15.4*	-3.8	-31.9	-0.3	2.5	x	7.2	1.1	1.5	0.5	0.2
> Cc1ccn2c(CNCC3COCCO3)c(C(=O)N3CCCCCC3)nc2c1 (stereo not given)
→ -0.9	4.2	-1.3	-1.4	0.8	0.2	-8.2	-3.6	-1.3	-0.9	0.2
> Cc1cccc(CN2CCN(C3CCCC3)C(CCO)C2)n1 (stereo not given)
→ 0.7	0.8	0.9	0.8	1.3	-1.8	-6.0	-2.1	-0.1	-0.1	1.1
> C=CCN(CC=C)C(=O)c1cccc(OC2CCN(CC(C)(C)C)CC2)c1
→ -1.0	0.0	1.7	-1.0	1.2	1.0	-5.1	-0.1	0.2	0.2	0.2
> Cc1cc(C)cc(N(CC(=O)NCCSCc2ccccc2)S(C)(=O)=O)c1
→ -2.8	0.4	-0.6	-1.1	-1.5	0.8	12.9	-1.6	-1.9	-0.1	-0.6
> CN(C(=O)Cc1noc2ccccc12)c1ccccc1
→ 2.5	1.0	-1.6	0.0	-1.4	-1.2	3.4	-1.8	0.7	-0.2	-3.0
> CN1C(=S)N(c2cccnc2)C(=O)/C1=C\c1ccc(N(C)C)cc1
→ -6.5	3.6	-4.4	-1.0	-1.3	2.2	-0.2	3.3	-1.6	0.9	0.3
> Cc1cc(C)cc(C(=O)N2CCC3(CC2)NCCc2[nH]cnc23)c1
→ -0.4	0.1	0.1	-0.8	2.8	-0.2	10.4	-1.8	3.3	2.1	1.6
> COc1ccc(CN(C)C(=O)c2cc(-c3ccccc3)nc3ccc(C)cc23)c(OC)c1OC
→ -0.9	-2.8	-2.5	-1.7	-8.3	-1.7	-3.6	3.4	-2.7	-5.3	-2.7
> FC(F)(F)c1cccc(-c2cc3nc(NCCOc4ccccc4)ccn3n2)c1
→ 0.4	-0.3	-1.3	-0.9	-4.7	x	-108.7	-19.4	4.5	-1.0	11.9*
> C=CCN(C(=O)CCc1ccccc1OC)c1nc(-c2ccc(S(C)(=O)=O)cc2)cs1
→ -4.8	-0.4	-1.1	-1.9	-3.0	-0.8	-0.5	0.1	-4.2	-1.0	0.1
> COc1ccc(C(=O)NCc2ccccc2)cc1Br
→ -4.6	0.7	1.3	-0.3	1.7	-0.2	5.8	1.2	-3.8	-0.4	-0.3
> O=S1(=O)c2cccc3cccc(c23)N1Cc1ccc(-c2nnco2)cc1
→ 1.4	0.8	-1.3	-1.2	0.7	-0.2	-200.2	-60.7	-2.2	0.1	-1.6
> COc1ccc(C(=O)Nc2ccccc2C(=O)O)cc1Cl
→ 1.2	2.2	-1.1	-0.4	-6.2	1.2	4.4	-0.9	4.3	1.3	7.5
> CN(C)S(=O)(=O)c1ccc2c(c1)nc(CCC(=O)NCC1CCCCC1)n2C
→ -1.2	-0.3	0.1	-0.9	-3.9	-2.8	-0.3	1.3	-2.0	0.1	-3.0
> COC(=O)c1ccc(CSc2ncnc3sc(C)c(C)c23)o1
→ 4.0	6.6	-3.0	-0.5	5.5	-0.8	0.1	-0.1	-2.5	0.5	-0.6
> COC(=O)c1ccc(CNC(=O)C2CCC(=O)N(CCCc3ccccc3)C2)cc1 (stereo not given)
→ -1.9	0.4	-1.4	-0.8	1.1	-0.2	-6.2	-1.4	1.0	-0.1	0.3
> O=C(COC(=O)Cc1ccccc1F)NCCc1ccccc1
→ -0.1	0.2	0.7	-1.2	0.1	1.5	-17.0	-2.2	-1.5	1.4	-0.4
> C[N+]1(CCCCCCC(=O)/C=N/O)CCCCCC1
→ -1.1	0.1	3.3	-1.3	3.9	0.4	-3.3	0.1	-1.7	0.0	0.1
> O=C(CSc1nc(O)c(C2CCCCC2)c(=O)[nH]1)Nc1ccccc1Cl
→ 0.8	-0.4	-1.9	-1.0	-0.3	0.2	1.1	-1.0	-0.9	0.0	1.9
> CN1CCN(S(=O)(=O)c2cccc(C(=O)Nc3ccccc3N3CCOCC3)c2)CC1
→ -2.1	-1.5	0.7	-1.4	0.8	0.9	-2.2	-3.1	-1.5	0.0	-1.0
> COc1ccc(C(NC(=O)CC(C)C)c2c(O)ccc3ccccc23)cc1 (stereo not given)
→ -2.4	0.0	0.1	-0.8	5.6	0.5	-29.9	-14.0	1.6	-0.3	-0.8
> CC1CC(=O)N(c2ccc(N(C)Cc3ccccc3)c([N+](=O)[O-])c2)C1=O (stereo not given)
→ -1.2	1.3	-0.6	-1.9	-0.1	1.5	-6.9	-2.1	-1.1	0.4	-2.1
> CN(C)c1cccc(NC(=O)C2Cc3c(-c4ccc(Cl)cc4)ccnc3O2)c1 (stereo not given)
→ -2.7	1.7	-0.9	-1.7	3.3	x	15.7	3.2	-2.1	-1.9	-0.8
> COC(=O)Cn1nc(-c2ccc(C)cc2)c2ccccc2c1=O
→ -0.7	1.4	-0.8	-1.4	6.3	-0.5	-4.7	2.5	0.2	-1.0	1.5
> Brc1ccc(-c2nc3ccccc3s2)s1
→ 3.3	3.2	-0.5	1.2*	-1.3	2.7	-35.8	-14.8	10.0*	1.3	12.8*
